# p53null 39C kill: qHTS Screen for Compounds that Selectively Target Cancer Cells with p53 Mutations: Cytotoxicity of p53 Null Cells at the Nonpermissive Temperature; H1299 p53-null (neo) cells, 39C, ATPlite viability, 24 h; Potency, µM (doses to about 46.1 µM), for inactives: top-dose activity, negative = cell killing, actives largely listed as cytotoxic; 0.97% of 55,000 active;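 further: 0% = DMSO only and -100% = full killing by 100 µM tamoxifen; nearly all actives have a fitted effect of over 50% in size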
#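 Following overnight plating at 37C (600 cells/well), H1299-neo or H1299-p53A138V cells are dosed up to 46 uM. Incubation lasts 24 hr at 39C before ATP detection.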
# p53null 32C tox: qHTS Screen for Compounds that Selectively Target Cancer Cells with p53 Mutations: Cytotoxicity of p53 Null Cells at the Permissive Temperature | H1299-neo p53 null cells, ATP luminescence, 24 h, 32C | Potency, µM (series often up to 46.1 µM), for inactives: at the top dose activity change, negative = cytotoxicity, usual class: cytotoxic | 0.62% of 55,000 active;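 further: 0% = DMSO only and -100% = full killing by 100 µM tamoxifen; nearly all actives have a fitted effect of over 55% in size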
#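 H1299-neo, 600 cells/well; overnight 37C; cpd up to 46 uM, 24 h at 32C; ATPlite luminescence after 20 min RT; normalized to DMSO (0%) and tamoxifen 100 uM (100% kill); Hill-fit AC50.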
# Active calls of the source: *; ? = inconclusive; [ ] = remark or other dose. The call rests on the fitted dose curve; in most records, active means well fitted cell-killing curve with a large enough effect; inconclusive means small, poorly fitted or top-dose-only effect; inactive means no such curve, though single readings can be large or run the other way. Potency means the concentration at half of the fitted maximal effect. An excerpt, so the mix of outcomes need not match the whole.
# The first 3 records, ahead of the listing:
structure,p53null 39C kill,p53null 32C tox
COc1ccccc1NC(=O)c1cc2ccccc2o1,-1%,-17%
Cc1cc(C(=O)N/N=C/c2cccn2C)n[nH]1,-21%,-8%
Cc1cccc(N2CCc3c2nc2ccc(Br)cc2c3N)c1,-17%,-8%

# All compounds of this part, from the start:
structure,p53null 39C kill,p53null 32C tox
COc1ccccc1NC(=O)c1cc2ccccc2o1,-1%,-17%
Cc1cc(C(=O)N/N=C/c2cccn2C)n[nH]1,-21%,-8%
Cc1cccc(N2CCc3c2nc2ccc(Br)cc2c3N)c1,-17%,-8%
CCOC(=O)CCCCC(=O)c1[nH]c(=O)[nH]c1CSc1nc2ccccc2[nH]1,-6%,-8%
C[C@H](NC(=O)c1ccccc1Cl)C(=O)OCC(=O)N1CC2(C)CC1CC(C)(C)C2 (stereo not given in full),11%,-3%
Cn1nnc(NC(=O)CSc2ccc(Cl)cc2)n1,6%,-2%
Cc1nn2c(nc(N3CCOCC3)c3ccccc32)c1C=C(C#N)C#N,5%,8%
Cc1cc(N)n(-c2ncnc3scc(-c4ccc(Cl)cc4)c23)n1,-3%,2%

# Full records, quoted from the list. Order of screens: p53null 39C kill, p53null 32C tox
# Entry for COc1ccccc1NC(=O)c1cc2ccccc2o1 : -1%, -17%
# Entry for CCOC(=O)CCCCC(=O)c1[nH]c(=O)[nH]c1CSc1nc2ccccc2[nH]1 : -6%, -8%
# Entry for Cc1cc(N)n(-c2ncnc3scc(-c4ccc(Cl)cc4)c23)n1 : -3%, 2%

# Returning to the listing, repeating the 3 entries before the break.
structure,p53null 39C kill,p53null 32C tox
Cn1nnc(NC(=O)CSc2ccc(Cl)cc2)n1,6%,-2%
Cc1nn2c(nc(N3CCOCC3)c3ccccc32)c1C=C(C#N)C#N,5%,8%
Cc1cc(N)n(-c2ncnc3scc(-c4ccc(Cl)cc4)c23)n1,-3%,2%
O=C(C1CCN(Cc2ccccc2)CC1)N1CCCC1,-22%,-11%
O=C(NCc1ccc2c(c1)OCO2)C1COc2ccccc2O1 (stereo not given),5%,7%
O=C(NCc1ccco1)C(c1ccccc1)N(Cc1ccccc1)C(=O)Cn1nnc2ccccc21 (stereo not given),-13%,-10%
c1cnc2ccc(C(c3nnnn3C3CCCCC3)N3CCCCC3)cc2c1 (stereo not given),24%,6%
Cc1oc(-c2ccccc2)cc1C(N)=O,6%,-4%
CCOC(=O)C(NC(=O)c1ccccc1)(Nc1nnc(C)s1)C(F)(F)F (stereo not given),0%,3%
CCCCN(C)CCC(=O)Nc1ccc(OC)cc1OC,-8%,-7%
COc1ccc(/C=N\NC(=O)c2cc(O)c(O)c(O)c2)cc1CN1CCN(c2ccc(F)cc2)CC1,15%,4%
Cc1cccc2sc(NC(=O)C3CCN(S(=O)(=O)c4cc([N+](=O)[O-])ccc4Cl)CC3)nc12,21%,14%
Cc1nn(Cc2ccc(Cl)cc2Cl)c(C)c1NC(=O)C1C2CCC(O2)C1C(=O)O (stereo not given),0%,-6%
CCn1nc(C(=O)OCC(=O)Nc2ncc(Cl)c(C)c2Cl)c2ccccc2c1=O,0%[1.84 µM],4%
CN1/C(=C\C(=S)NC(=O)c2ccc([N+](=O)[O-])cc2)C(C)(C)c2ccccc21,-11%,6%
CC(C)(C)n1ncc2c(=O)n(CC(=O)NCc3ccccc3)cnc21,-29%,-15%
O=C(c1ccco1)N1CCN(c2nc(C3CC3)nc3c2nnn3Cc2ccccc2Cl)CC1,-8%,-6%
CC1CCN(c2nnc(-c3cccs3)c3ccccc23)CC1,-3%,-14%
COc1ccc(OCC(O)CN2CCCCCC2)cc1 (stereo not given),-6%,-8%
CCOc1ccc(S(=O)(=O)N(C)c2ccc(OCC(=O)Nc3nc(-c4cc(OC)ccc4OC)cs3)cc2)cc1,-5%,-2%
CC12CN(C(=O)c3ccco3)CC(c3ccccc3)(CN(C(=O)c3ccco3)C1)C2=O,23%,-1%
O=c1c2c(-c3cccs3)csc2ncn1-c1ccccc1,1%,-4%
Cc1ccccc1-n1c(=O)cc(N2CCCCCC2)[nH]c1=O,0%,-7%
CCn1c(CCNC(=O)c2cccs2)nnc1SCC(=O)Nc1nc(-c2ccccc2)cs1,-12%,-10%
O=S(=O)(NCc1ccco1)c1ccc(S(=O)(=O)N2CCCCC2)cc1,-6%,-4%
COc1ccc(/C=N/c2c(-c3ccc(OC)cc3)nc3n2CCS3)cc1,-9%,-9%
CCC(C)Nc1nc(OC(C(F)(F)F)C(F)(F)F)nc(OC(C(F)(F)F)C(F)(F)F)n1 (stereo not given),?,-6%
O=C(c1ccco1)N1CCCC(c2nc(-c3ccc(S(=O)(=O)NCc4ccccc4)cc3)no2)C1 (stereo not given),-5%,-2%
CCOC(=O)C1=C(C)N(C)C(=S)NC1c1ccc(Cl)cc1 (stereo not given),1%,-7%
O=C1C2CCCN2C(c2ccccc2)N1c1ccc(Cl)cc1 (stereo not given),-16%,-25%
CCN(CC)S(=O)(=O)N1CCC(C(=O)NC2CCCc3ccccc32)CC1 (stereo not given),5%,11%
CCOc1ccc(CNc2nc3ccccc3n2CCN2CCOCC2)cc1,12%,4%
COc1ccccc1C(=O)Nc1cccc(SC)c1,-8%,-14%
CC(C)c1cc(C(=O)N/N=C/C=C/c2ccccc2)n[nH]1,15%,1%
CCOCC(=O)Nc1nc2ccc(C)cc2s1,-18%,?
COCCCn1nnnc1SCC(=O)Nc1nc(C)c(C)s1,16%,0%
O=C(CSCc1ccccc1)Nc1ccc2c(c1)OCO2,-6%,5%
Cc1onc(-c2ccccc2Cl)c1C(=O)Nc1ccc(OCC(=O)N2CCOCC2)cc1,-5%,-3%
CCOC(=O)c1c(C)[nH]c(C(=O)N/N=C/c2cccc(OC)c2)c1C,-9%[1.84 µM],27%
O=C(Nc1ccc2oc(=O)ccc2c1)c1cccnc1,-6%,-2%
COc1ccc(C(NC(=O)C(C)(C)C)NC(=O)C(C)(C)C)cc1,-8%,-7%
CN(Cc1ccccc1)C(=O)CN1C(=O)C2C3C=CC(C3)C2C1=O (stereo not given),-5%,-14%
COc1ccc(C(=O)N2CCN(c3cccc(Cl)c3)CC2)cc1,9%,-4%
COc1ccc(NC(=O)c2ccc3nccnc3c2)cc1,?,?
c1ccc(C(c2ccccc2)N2CCN(Cc3nnnn3C3CCCCC3)CC2)cc1,8%,2%
COc1cc2cc(C(c3nnnn3C3CCCC3)N(C)C3CCCCC3)c(=O)[nH]c2cc1OC (stereo not given),9%,10%
CN1/C(=C\C(=O)Nc2cccnc2)c2ccccc2CC1(C)C,-4%,0%
CC(C)CN1C(=O)/C(=C/c2cccs2)NC1=S,11%,4%
CCCCOc1ccc(C2CC(=O)N(C)C2=O)cc1 (stereo not given),-19%,-14%
COc1ccc(/C=C/C(=O)Nc2c(C)nn(C)c2C)cc1COc1ccc(Br)cc1,-9%,-3%
Cc1nnc(SCc2cccs2)[nH]c1=O,24%,4%
Cn1c(SCC(=O)NCc2ccco2)nnc1-c1ccccc1,-5%,-2%
O=C(CN1CCCCC1)N1CCCc2c1c(=O)oc1ccc(OCc3ccccc3)cc21,4%,-5%
Cn1c(NC(=O)c2cccc(C(F)(F)F)c2)cc(=O)n(C)c1=O,22%,5%
CC(=O)c1cc(C(c2csc(C(C)=O)c2)c2csc(C(C)=O)c2)cs1,?,-5%
O=c1[nH]c2cc3c(cc2cc1C(c1nnnn1CC1CCCO1)N1CCCCCC1)OCO3 (stereo not given),11%,14%
C=CCN(CC(=O)NCc1ccc(F)cc1)C(=O)c1csnn1,-1%,2%
CCn1cc(C(=O)O)c(=O)c2cc(F)c(N3CCN(S(=O)(=O)c4ccc(NC(=O)OC)cc4)CC3)cc21,3%[1.84 µM],9%
COc1ccc2c(c1)SCC(=O)N2C,23%,6%

# (list continues)
structure,p53null 39C kill,p53null 32C tox
CCOC(=O)C1CCCN(Cc2ccc3c(c2)OCO3)C1 (stereo not given),2%,6%
CC(C)N(C(=O)Cn1c(SCC(=O)Nc2nccs2)nc2ccccc21)C(C)C,-20%,-1%
Cc1cc2c(cc1C)NC(c1cccnc1)C1=C(CC(C)(C)CC1=O)N2 (stereo not given),3%,8%
Cc1ccc(SCC(=O)N2CCOCC2)cc1,0%,2%
CC(=O)OC(C(=O)NC1CCCCC1)c1ccncc1 (stereo not given),-8%,3%
COC(=O)CN1C(=O)Nc2ccc(Br)cc2C1c1ccccc1 (stereo not given),3%,6%
O=C(Nc1cccc(S(=O)(=O)Nc2ccc(Cl)cc2)c1)c1cc2c(s1)CCCC2,2.8µM*,8%
COC(=O)c1c(NC(=O)CSc2ncnc3c2cnn3-c2ccccc2Cl)sc2c1CCCC2,33%,11%
CCN(CC)C(=S)SCC(=O)c1c(C)[nH]c2ccccc12,1%,-12%
CC(C)C(=O)Nc1ccc(C(=O)NCc2cccnc2)cc1,8%,-5%
Cc1onc(-c2ccccc2Cl)c1C(=O)Nc1sc2c(c1C(N)=O)CCC(C)C2 (stereo not given),6%,49%[activator]
Cn1c(CNc2nc(-c3ccccc3)cs2)nnc1SCC(=O)OC1CCCCC1,-6%,-2%
C=C(C)C1CC=C(C)/C(=N/NC(=O)COc2cccc3ccccc23)C1 (stereo not given),-1%,10%
S=C1COC(c2ccccc2)N1c1ccccc1 (stereo not given),4%,1%
COc1ccc(N2CCN(C(c3cc(OC)ccc3OC)c3nnnn3CC3CCCO3)CC2)cc1 (stereo not given),-2%,-4%
COc1ccc(S(=O)(=O)Nc2cccc(SC)c2)cc1OC,-12%,-3%
Cn1nnc(NC(=O)c2ccc3ccccc3c2)n1,-29%,-30%
COc1ccc(N=Cc2c(O)c3ccccc3oc2=O)cc1,-2%,-7%
CCOC(=O)c1cnn(Cc2ccccc2)c1N,-4%,-12%
CCOC(=O)C1CCN(C(=O)c2cn(C)c(=O)c3cc(OC)c(OC)cc23)CC1,13%,2%
CC1(C)CC(=O)C=C(NNC(=O)C2CCCCC2)C1,?,-6%
CC1CCCN(C(=O)c2cc3c(-c4ccc(Cl)cc4)nn(C)c3s2)C1 (stereo not given),6%,7%
COc1ccc(CCNS(=O)(=O)c2ccc(C3CNC(=O)C3)cc2)cc1OC (stereo not given),-5%,-3%
COc1ccc(-c2nnc(Nc3nc4c(OC)cccc4s3)o2)c(OC)c1,?,?
CCOC(=O)C1C(=O)C=C(c2cccc(NS(C)(=O)=O)c2)CC1c1ccco1 (stereo not given),10%,-4%
COc1ccc(C(C(=O)NC2CCCCC2)N(CC2CCCO2)C(=O)C2COc3ccccc3O2)cc1OC (stereo not given),-8%,7%
COc1ccc2cc(CCNC(=O)CC(C)(C)C)c(=O)[nH]c2c1,-7%,2%
COc1ccc(-c2nnc(SCC(=O)NCCc3ccccc3)o2)cc1,28%,-5%
O=C(O)C(c1ccccc1)N1CCCC1 (stereo not given),42%,1%
O=C(CN1C(=O)CCS(=O)(=O)c2ccccc21)NCc1ccc(F)cc1,4%,-5%
COc1cc(=O)[nH]c(=O)n1CC(=O)c1ccccc1,6%,1%
COC(=O)c1cc(NC(=O)c2cc(C)oc2C)cc(C(=O)OC)c1,4%,-3%
Cc1cc(Cl)c(S(=O)(=O)N2CCN(c3ccccc3)CC2)cc1OCC(N)=O,-20%,-5%
C1CCC(C23CC4CC(CC(C4)C2)C3)NC1 (stereo not given),-7%,7%
Cn1c(=O)c2c(SCC(=O)N3CCOCC3)nc(CC(C)(C)C)nc2n(C)c1=O,18%,-2%
CCOC(=O)c1c(C)cccc1OCC(N)=O,0%,-1%
Cc1ccc(-c2nnn(CC(=O)N(Cc3ccco3)C(C(=O)NC(C)(C)C)c3cccs3)n2)o1 (stereo not given),28%,6%
CC(=O)NC(CCS(C)(=O)=O)C(=O)Nc1nc(C)cs1 (stereo not given),10%,3%
CC1(C)Oc2nc3ccccc3n2/C1=C\C#N,10%,7%
CC(NC(=O)c1ccccc1NC(=O)c1ccco1)C(=O)O (stereo not given),17%,6%
Cc1ccc(C(=O)CSc2nnc(-c3ccccc3)n2-c2ccccc2)o1,2%,5%
Nc1ccccc1Nc1cc(-c2ccccc2)nn1-c1ccccc1,2%,-1%
Cc1cc(C)cc(NC(=O)CCNS(=O)(=O)c2ccc3c(c2)oc(=O)n3C)c1,6%,-7%
O=S(=O)(Nc1nc2c(s1)CCCC2)c1ccc(Br)cc1,9%,-5%
CCCCNC(=O)CN(c1cccc(F)c1)S(C)(=O)=O,6%,10%
O=C(NCc1ccc2c(c1)OCO2)C1(S(=O)(=O)c2ccccc2)CC1,5%,6%
COc1cccc(NC(=O)COC(=O)c2ccco2)c1,-4%,-3%

# Assay outcomes from PubChem BioAssay.
